# High-throughput results as filed in PubChem.
# TRPML3 ag: activates the human TRPML3 channel. activation, % at 3 µM. HEK293 TRPML3-YFP, Fluo-8 calcium fluorescence; 100% = the carbachol control signal. actives 0.29% (n = 220,000);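 active means activation above its plate's cutoff, the mean activation of the plate's test wells plus 3 SD, cut at about 12% in these data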;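 further: 0% = DMSO only wells and 100% = carbachol wells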
#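 Test system: TRPML3-YFP stable HEK293 cells. Doses: single point at 3 µM. Incubation: dye loading 1 h 37 °C then 30 min ambient, 125 s read. Signal: Fluo-8 calcium dye fluorescence, ex 470-495, em 515-575 nm. Measure: percent activation from peak-to-basal fluorescence ratio, scaled between DMSO and carbachol.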
# TNF necrop inh: TNF-alpha cell death inhibition in Jurkat FADD-/- cells | AID 463075 | activation (protection from cell death), % at 10 µM | actives 0.068% (n = 220,000) | Jurkat FADD-/- TNF necroptosis rescue, ATP luminescence, 24 h; 0 = TNF only, 100 = no-TNF cells;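 active means activation, meaning protection from cell death, of at least 50% relative to plate controls; inactive means activation below 50%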;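 further: necroptosis triggered by 40 ng/mL TNF-alpha added together with compound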
# Ba/F3 V617F tox: lowers viability of Ba/F3 cells expressing EpoR and JAK2V617F; inhibition, % at 5.6 µM; actives 1.1% (n = 220,000); ATP luminescence; AID 1446;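 active means inhibition above the campaign mean plus 3 SD over all tested compounds, cut at about 24% in these data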;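 further: cytokine-independent growth of Ba/F3 cells driven by EpoR plus mutant JAK2; 0% = DMSO-treated cells and 100% = JAK inhibitor I control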
# Wee1 stabilizer: blocks degradation of human Wee1 kinase. P30291. HeLa Luc-Wee1K328M stability, luciferase luminescence; 100% = proteasome inhibitor MG132 effect. reporter increase, % at 5 µM. actives 1.2% (n = 220,000). AID 1321;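 active means activation above the mean of all tested compounds plus 3 SD, set per screening run, cut at about 8.8% in these data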;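 further: cells exposed to compound for 20 h before luminescence read; 0% = DMSO alone and 100% = MG132 at 30 µM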
# Target sequence (P30291 whole entry K328M): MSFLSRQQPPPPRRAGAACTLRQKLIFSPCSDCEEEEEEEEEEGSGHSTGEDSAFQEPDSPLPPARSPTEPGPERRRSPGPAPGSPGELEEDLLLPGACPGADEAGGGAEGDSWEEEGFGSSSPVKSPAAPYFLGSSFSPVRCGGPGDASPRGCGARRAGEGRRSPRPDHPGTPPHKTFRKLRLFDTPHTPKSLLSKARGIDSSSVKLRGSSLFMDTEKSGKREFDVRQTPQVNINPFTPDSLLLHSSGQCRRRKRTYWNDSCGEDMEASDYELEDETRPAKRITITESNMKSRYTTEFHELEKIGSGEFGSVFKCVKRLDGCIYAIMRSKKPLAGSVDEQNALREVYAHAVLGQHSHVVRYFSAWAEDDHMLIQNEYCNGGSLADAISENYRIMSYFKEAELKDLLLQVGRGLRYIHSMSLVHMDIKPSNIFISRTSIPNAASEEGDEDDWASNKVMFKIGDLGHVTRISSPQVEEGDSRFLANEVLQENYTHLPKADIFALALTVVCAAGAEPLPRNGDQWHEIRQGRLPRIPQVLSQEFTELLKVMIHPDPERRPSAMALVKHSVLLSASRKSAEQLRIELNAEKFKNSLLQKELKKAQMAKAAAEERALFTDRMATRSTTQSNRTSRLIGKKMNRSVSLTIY
# BaF3 parental: reduces parental Ba/F3 cell viability, JAK2V617F counter-screen | CellTiter-Glo ATP luminescence | actives 1.1% (n = 220,000) | inhibition, % at 5.6 µM;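 active means inhibition above a per-campaign cutoff, the mean inhibition of all tested compounds plus 3 SD, cut at about 27% in these data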;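 further: 0% = DMSO wells and 100% = JAK Inhibitor I control wells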
# CHOP inh: inhibitors of CHOP induction in ER stress response; CHO-K1 CHOP-promoter luciferase, tunicamycin-induced, 15-18 h; inhibition, % at 10 µM; actives 3.8% (n = 220,000);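 active means compounds that reduced the stress-induced luciferase reporter signal by more than about 70% of percent inhibition, limit read from the data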;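 further: 0% = tunicamycin plus vehicle and 100% = wells without tunicamycin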
# zfTRPN1 agonist: zebrafish TRPN1 (NompC) channel agonism. activation, % at 3 µM. HEK293 zebrafish TRPN1-YFP, Fluo-8 calcium fluorescence; 100% = response to 87 µM carbachol. actives 0.18% (n = 220,000);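 active means activation above its plate's cutoff, the mean activation of test wells on that plate plus 3 SD, cut at about 19% in these data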;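 further: 0% = DMSO alone and 100% = 87 µM carbachol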
#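 Material – zebrafish TRPN1-YFP in HEK293 cells · Doses – 3 µM single point · Schedule – dye 1 h 37 °C plus 30 min RT · Signal – Fluo-8 calcium fluorescence, excitation 470-495 nm, emission 515-575 nm · Read-out – % activation versus carbachol response · Control set – carbachol high, DMSO low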
# PPC-1+TRAIL kill: PPC-1 cancer cell killing with TRAIL present; cell killing (% activity), % at 4 µM; PPC-1 cells + TRAIL, ATPLite viability luminescence; actives 0.41% (n = 220,000);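 active means cell killing above 50% in the first pass at 4 µM, then a duplicate retest at 5 µM averaging 50% or more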;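 further: plate controls were cells with TRAIL plus DMSO for no effect and medium-only wells lacking cells for full effect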
# RBBP9 inh: human RBBP9 hydrolase inhibition. O75884. recombinant RBBP9, FP-Rh probe fluorescence polarization. inhibition, % at 7.94 µM. actives 0.2% (n = 220,000);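 active means inhibition above the campaign mean of all tested compounds plus 3 SD, cut at about 14% in these data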;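 further: plate controls were DMSO wells with RBBP9 for no effect and wells lacking RBBP9 protein for full effect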
# Target sequence (O75884 whole entry, looked up): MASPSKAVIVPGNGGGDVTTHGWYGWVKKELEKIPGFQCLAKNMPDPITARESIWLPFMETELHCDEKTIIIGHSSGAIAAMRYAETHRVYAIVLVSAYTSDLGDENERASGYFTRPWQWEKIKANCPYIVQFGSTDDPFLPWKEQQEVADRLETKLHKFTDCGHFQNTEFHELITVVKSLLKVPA
#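 System: RBBP9 protein / Buffer or medium: Tris/NaCl buffer pH 8.0 with 0.1% Pluronic / Probe or stimulus: Serine-hydrolase probe FP-Rh, 375 nM pre-mixing / Dosing: 7.94 µM single dose, 0.794% DMSO / Times: enzyme-compound preincubation 30 min, then probe labeling 45 min, 25 °C / Technique: fluorescence polarization (mP), excitation 525 nm, emission 598 nm / Replication: singlicate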
# Active calls of the source: *; · = no result given; [ ] = another dose, or the depositor's remark.
SMILES,TRPML3 ag,TNF necrop inh,Ba/F3 V617F tox,Wee1 stabilizer,BaF3 parental,CHOP inh,zfTRPN1 agonist,PPC-1+TRAIL kill,RBBP9 inh
CCN(c1ccccc1)S(=O)(=O)c1cc([N+](=O)[O-])ccc1N,3.4,0.1,-4,0,0,-9,-2.0,·,2
O=C(Nc1ccccc1-c1ccccc1)c1ccc(Br)o1,-1.1,-1.1,1,3,5,49,-1.6,14,-4
COc1cccc(NC(=O)OCCN2CCN(Cc3ccccc3)CCC2=O)c1,0.4,0.9,-1,-3,6,0,0.0,20,-5
CC(C)(C)OC(=O)C(Cl)(C(=O)OC(C)(C)C)c1ccc2nnnn2n1,0.6,-6.6,7,11*,12,29,-0.1,8,4
S=c1[nH]nc(-c2cccnc2)n1/N=C/C=C/c1ccccc1,0.5,-0.4,-2,1,3,-17,-0.9,4,-7
O=S(=O)(Nc1ccncc1Cl)c1cccc(Cl)c1Cl,0.8,2.4,-2,-1,-5,2,-1.1,-3,-5
O=C(Nc1ccc(Cl)c(C(F)(F)F)c1)c1ccncc1,1.3,0.2,3,1,4,4,2.4,·,-5
COc1cc(/C=N/NC(=O)CCc2c(C)n[nH]c2C)cc(OC)c1OC,0.9,6.2,3,-1,-3,-17,1.6,42,3
O=C(CNC(=O)c1ccccc1)OC(C(=O)c1ccccc1)c1ccccc1 (configuration not stated),-0.4,3.5,2,-3,4,17,-1.1,0,-9
Cc1cc(NC(=O)CSc2nc(-c3ccccc3)c(C#N)c(=O)[nH]2)no1,1.0,2.3,-3,6,4,-2,-0.5,7,11

# An excerpt from above in order of their number in TRPML3 ag, low to high:
Compound,TRPML3 ag,Wee1 stabilizer,CHOP inh,RBBP9 inh
O=C(CNC(=O)c1ccccc1)OC(C(=O)c1ccccc1)c1ccccc1 (configuration not stated),-0.4,-3,17,-9
O=S(=O)(Nc1ccncc1Cl)c1cccc(Cl)c1Cl,0.8,-1,2,-5
O=C(Nc1ccc(Cl)c(C(F)(F)F)c1)c1ccncc1,1.3,1,4,-5

# Other records.
SMILES,TRPML3 ag,TNF necrop inh,Ba/F3 V617F tox,Wee1 stabilizer,BaF3 parental,CHOP inh,zfTRPN1 agonist,PPC-1+TRAIL kill,RBBP9 inh
COc1cccc2[nH]c(C(=O)NN)c(N)c12,1.3,-3.4,-3,3,-3,-14,2.9,-6,-4
C(=N\c1c(-c2ccccc2)nc2n1CCS2)/c1ccccc1,0.0,-2.4,1,-3,0,60,-1.2,16,-5
CCN(CC)c1ccc(/C=N/N2CCN(Cc3ccc(Cl)cc3)CC2)c(O)c1,0.2,2.1,3,1,0,36,0.9,-3,-5
O=C(N/N=C/C1CC2CCC1C2)c1ccc2c(c1)OCO2 (configuration not stated),1.1,1.4,-1,0,4,-5,1.2,10,-7
CC(NC(=O)CN1CCc2ccccc21)c1ccccc1 (configuration not stated),-0.3,3.1,1,1,9,5,-0.7,17,-8
CCCc1cc(=O)[nH]c(SCc2cc(=O)oc3cc(C)c(C(C)C)cc23)n1,0.5,3.8,-5,1,1,-14,0.8,0,-8
COc1ccccc1NC(=O)C1CCC(CNc2c(N3CCCCC3)c(=O)c2=O)CC1 (configuration not stated),0.1,0.8,1,-5,2,-1,0.5,0,-12
CCOC(=O)c1c(NC(=O)c2ccc(Cl)cc2)csc1C,0.8,2.1,-3,0,4,38,0.8,19,-12
O=C(/C=C/c1ccccc1Cl)NCCc1ccccc1,-2.1,-0.8,3,3,0,-14,-2.2,31,-2
O=C(CSc1nnc(CNc2ccc(F)cc2)o1)c1ccccc1,-0.9,1.3,3,1,8,18,1.1,·,-1
CCOC(=O)C(=O)/C(C#N)=C/Nc1ccc(Cl)cc1,0.6,-5.5,-6,-2,-2,24,-0.8,4,-2
COCC(C)n1c(C)cc(C(=O)COc2ccc(C)nc2[N+](=O)[O-])c1C (configuration not stated),1.7,0.4,-1,2,4,46,-0.1,8,2
CCn1c(CSc2nnc(-c3ccoc3C)n2C)nc2cc(S(=O)(=O)N(C)C)ccc21,-0.1,-4.5,-3,-2,0,9,-2.1,·,1
C/C=C/Cn1c(SCc2ccc(C)cc2)nc2c1c(=O)[nH]c(=O)n2C,-0.6,-2.9,-2,-1,-1,94*,-0.8,4,2
COc1ccc2c(c1)C1NC(=S)NC(C)(O2)C1C(=O)Nc1ccc(Cl)cc1 (configuration not stated),-0.9,2.7,1,2,9,-11,0.6,0,-9
Oc1ccccc1/C=N/n1c(-c2cccs2)n[nH]c1=S,0.1,-1.5,-1,-4,5,4,-0.8,4,1
Cc1nnc(NC(=O)CSc2nnnn2Cc2ccccc2)s1,0.5,-2.0,0,-2,2,-22,1.3,9,-4
COc1ccc(N2C(=O)CN=C2Nc2cccc(C)c2C)cc1OC,1.0,2.2,-3,1,0,-3,-0.6,5,3
Cc1ccc(COc2ccc(/C=N/NC(=O)CN3CCCCC3)cc2)cc1,1.0,3.4,-2,22*,5,-9,1.0,2,-1
CCOC(=O)c1nc(-c2ccccc2)sc1C(C)=O,0.1,-0.1,-2,4,-1,2,-2.7,9,-12
c1ccc(OCc2nc(-c3ccncc3)no2)cc1,0.1,2.3,1,3,4,-5,1.1,20,-6
Cn1ccnc1SCC(=O)NC1CC1,0.5,0.6,-2,4,3,16,-0.2,-13,-5
O=C(Nc1ccc(Oc2ccc(S(=O)(=O)N3CCOCC3)cn2)cc1)c1ccco1,0.9,-3.4,-2,-2,2,-1,4.8,·,-8
Oc1ccc(-n2cnnn2)cc1,0.4,-1.2,4,-3,7,25,-0.3,17[5 µM],-8
Nc1cc2c(cc1[N+](=O)[O-])OCO2,0.8,-1.8,2,-2,5,16,0.0,19,3
COc1ccc(OCC(=O)Nc2ccc(N3CCOCC3)cc2)c([N+](=O)[O-])c1,0.3,3.2,-3,2,-3,-32,-1.5,12,-6
O=C(NCc1ccco1)c1cc2ccccc2c(=O)o1,0.1,-0.6,-3,-2,-1,-11,0.8,5,2
O=C(NC(=S)Nc1ccc2oc(=O)ccc2c1)c1ccc(-c2cccc(Cl)c2Cl)o1,0.5,0.8,-2,4,4,80*,-1.2,38,-5
CCN(CC(=O)NC1CCS(=O)(=O)C1)C(=O)C(c1ccccc1)c1ccccc1 (configuration not stated),-0.9,-0.6,-2,2,2,0,-0.2,6,-10
COc1cc(OC)cc(C(=O)N[C@H](C(=O)NC23CC4CC(CC(C4)C2)C3)C(C)C)c1,0.1,2.1,-4,1,0,39,0.0,32,6
CCOC(=O)N1CCN(C(=O)CCCCn2c(=S)[nH]c3ccsc3c2=O)CC1,-0.5,0.4,4,13*,2,22,-1.2,23,-1
Cc1ccccc1-c1noc(C2CCCCC2)n1,0.5,0.2,-3,1,5,45,-0.7,0,3
CC1=NNC(=O)C1CC(=O)N/N=C/c1ccncc1 (configuration not stated),-0.3,1.3,-5,-1,2,9,-2.3,15,-5
OCCn1c(CSc2nnc(-c3ccco3)n2-c2ccccc2)nc2ccc(Cl)cc21,0.8,-1.9,-4,0,1,1,-1.1,8,-1
CC1CCc2nc(NC(=O)c3ccc(S(=O)(=O)N4CCCc5ccccc54)cc3)sc2C1 (configuration not stated),0.1,-5.1,-2,0,2,-3,1.5,15,1
CCOC(=O)c1cc2c(ccn2C)n1Cc1cc(C)ccc1C,-0.5,-2.1,0,-3,9,90*,-1.5,12,-3
CC(C)n1ncc(C(N)=O)c1N,0.9,-0.2,1,-2,2,-10,1.7,-10,-7
N#Cc1c(N)nc2c(c1-c1cccs1)CCCC2,-0.3,0.1,1,1,6,17,-1.4,-9,0
OCc1cn(-c2ccccc2)nc1-c1cccnc1,0.4,0.0,-4,1,-1,22,-1.2,1,3
COc1ccccc1NC(=O)Cn1nnc(C(=O)Nc2ccccc2)c1N,0.4,2.7,1,-2,94*,29,0.9,13,5
O=C(COC(=O)c1nc(Cl)ccc1Cl)c1ccc(Cl)s1,0.3,1.4,0,-1,7,23,-0.2,9,2
COc1ccc(C(=O)OCC(=O)NCc2ccco2)cc1OC,0.1,-4.0,2,0,6,-23,-0.8,5,-8
O=C(CC1c2ccccc2Oc2ccccc21)Nc1ccccc1F,0.0,0.5,-2,1,4,53,-2.3,26,-3
O=C(NCC(=O)N1CCC(N2CCCCC2)CC1)C1CCCCC1,0.9,0.4,-2,0,1,13,-0.6,19,-2
CC1CN(C2CCCCC2)c2nc3c(c(=O)[nH]c(=O)n3C)n2C1 (configuration not stated),0.1,-5.2,-2,-2,5,17,-2.4,-5,-5
Cc1ccc(S(=O)(=O)N(C)c2ccc(NS(C)(=O)=O)cc2)cc1,-0.6,-1.3,1,-3,0,31,-1.1,9,-3
O=C(CN1CCc2ccccc21)NC(=O)NC1CCCCC1,2.6,6.9,-4,3,-7,32,2.3,7,-4
Cc1ccc(C(=O)/C=C/Nc2cccc([N+](=O)[O-])c2)o1,-0.5,-6.7,-1,5,5,-7,-0.3,4,-2
O=C(COC(=O)Cc1ccc(S(=O)(=O)N2CCOCC2)s1)NCc1ccc(Cl)cc1,0.8,0.5,-1,-1,5,12,-0.2,6,-2
COc1ccc(Nc2nc(C)cc(C)c2C(N)=O)c(OC)c1,0.3,-0.7,-3,1,3,-33,-2.0,-1,-1

# Next results follow:
SMILES,TRPML3 ag,TNF necrop inh,Ba/F3 V617F tox,Wee1 stabilizer,BaF3 parental,CHOP inh,zfTRPN1 agonist,PPC-1+TRAIL kill,RBBP9 inh
O=C(NC12CC3CC(CC(C3)C1)C2)C1CC(=O)N(c2ccc(Br)cc2)C1 (configuration not stated),-0.3,0.0,2,1,4,70*,0.4,10,-10
O=C1Nc2ccccc2S/C1=C/NCc1ccccc1Cl,-0.4,0.1,-2,-1,2,-9,0.3,6,-10
O=C(O)c1ccc2oc(SCC(=O)N3CCCCC3)nc2c1,-0.1,-1.5,6,1,9,-11,0.7,1,-5
COc1ccc(CCNS(=O)(=O)c2ccc(Cl)s2)cc1OC,0.1,-0.7,1,-3,1,26,-1.4,6,-7
Cc1ccc(N2C(=O)C3C4C=CC(CNC(=S)Nc5ccc(F)cc5)(O4)C3C2=O)cc1 (configuration not stated),-0.1,-0.4,-2,4,6,18,-0.5,20,-11
O=C(O)C1=C[C@H](c2coc3ccccc3c2=O)C[C@H](OCCCCO)O1,1.0,0.5,-3,4,0,0,1.1,11,-6
CCC(=O)N1CCc2cc(OC)c(OC)cc2C1COc1ccc(C(=O)OC)cc1 (configuration not stated),0.5,-1.7,0,2,5,-8,0.4,12,-6
COC(=O)c1nn(-c2ccc(OC)cc2)c(=O)c2c(N)sc(C)c12,0.1,0.9,-1,1,3,-7,0.2,14,3
COc1ccc(S(=O)(=O)N(Cc2ccccc2)c2ccccc2C(=O)Nc2ccccc2C(=O)NCc2ccco2)cc1,0.3,1.1,0,-3,7,-12,2.9,15,-10
